# High-throughput results deposited in PubChem BioAssay by NCI.
# All columns: NCI-60 one-dose screen, growth in % after 48 h at 10 µM unless noted; 100 = growth as untreated, 0 = no growth, -100 = all killed.
# COLO 205: COLO 205 colon cancer; hit rate 7.3% among 79,000; AID 1794742
# SNB-19: SNB-19 CNS cancer cells; hit rate 2.5% among 81,000
# SNB-75: SNB-75 CNS cancer. hit rate 5% among 79,000
# HT29: HT29 colon cancer | AID 1794748 | hit rate 7.4% among 81,000
# HCT-15: HCT-15 colon cancer; hit rate 5.2% among 82,000; AID 1794746
# SW-620: SW-620 colon cancer; hit rate 5.2% among 82,000; AID 1794795
# KM12: KM12 colon cancer cells; hit rate 5% among 82,000
# HCT-116: HCT-116 colon cancer. hit rate 7.3% among 82,000
# HCC-2998: HCC-2998 colon cancer; hit rate 4.7% among 79,000; AID 1794799
# The depositor's hits bear a star; · = no result given; & = joins results of further samples. How the source made its calls: active means growth percent below 10; inactive means the rest. Random draw from the library, and some 10% of all compounds hit somewhere here.
# Sample of the layout (4 entries):
SMILES,COLO 205,SNB-19,SNB-75,HT29,HCT-15,SW-620,KM12,HCT-116,HCC-2998
COc1cc(C2CC(=O)Nc3c2c(C)nn3-c2nc3ccccc3n2C)cc(OC)c1O (centres undefined),115,100,100,114,101,104,104,100,122
CCN1CCN(C(=S)SCC(=O)Nc2nc3ccc(Cl)cc3s2)CC1,110,92,82,88,·,107,93,91,·
NS(=O)(=O)CCC1CCCCC1,96,103,86,67,95,109,103,99,102
COc1ccc(C2=NOC(C(=O)N3CCCCC3)C2)cc1OC1CCCC1 (centres undefined),·,99,87,94,88,101,102,100,111

# The whole of this part, from the first entry:
SMILES,COLO 205,SNB-19,SNB-75,HT29,HCT-15,SW-620,KM12,HCT-116,HCC-2998
COc1cc(C2CC(=O)Nc3c2c(C)nn3-c2nc3ccccc3n2C)cc(OC)c1O (centres undefined),115,100,100,114,101,104,104,100,122
CCN1CCN(C(=S)SCC(=O)Nc2nc3ccc(Cl)cc3s2)CC1,110,92,82,88,·,107,93,91,·
NS(=O)(=O)CCC1CCCCC1,96,103,86,67,95,109,103,99,102
COc1ccc(C2=NOC(C(=O)N3CCCCC3)C2)cc1OC1CCCC1 (centres undefined),·,99,87,94,88,101,102,100,111
Cc1[nH]nc(C(=O)O)c1[N+](=O)[O-],96,94,93,107,99,86,98,101,94
Oc1ccccc1C=Nc1ccc(Cl)cn1,108,111,105,·,103,114,109,109,123
O=C1c2ccccc2C(=O)N1CNc1ccc(Br)c(Cl)c1,110,·,82,115,93,101,99,102,109
OC(CBr)c1ccnc2ccccc12 (centres undefined),·,104,95,85,103,104,99,91,103
Nc1nc2ccc(Br)cc2o1,102,92,67,98,105,111,99,111,107
CN1CCN(c2ccncc2S(=O)(=O)N2CCCC2)CC1,116,94,85,100,101,106,106,103,104
COc1ccc(C(=O)c2nc3ccccc3n2CC(=O)c2ccc(Cl)cc2)cc1,111,48,1.4*,16,17,16,28,10,·
NCc1ccnc(-c2cc3cc(Cl)c(F)c(F)c3[nH]2)c1,110,98,·,99,90,104,108,94,113
COc1ccc(-c2nnc(N3CCN(C(=O)CN4CCN(c5ccc(Cl)cc5)CC4)CC3)nc2-c2ccc(OC)cc2)cc1,59,95,81,37,77,69,51,34,75
CCc1nnc(/N=C2\NC(=O)/C(=C/c3cccnc3)S2)s1,111,96,91,103,103,104,98,101,105
COc1ccc(C2CC(c3cccc(Nc4nc(Cl)nc5cc(OC)c(OC)cc45)c3)=NN2C(C)=O)cc1 (centres undefined),86,79,51,88,51,75,83,97,89
COc1ccc(OC)c(NC(=O)c2sc3nc4c(cc3c2N)C(=O)CCC4)c1,34,82,87,106,81,82,75,97,79
O=Cc1ccc(-n2cc(Cc3ccccc3Cc3cn(-c4ccc(C=O)cc4)nn3)nn2)cc1,103,98,86,102,98,95,102,97,113
COc1cc(C2CC(c3ccc(Nc4ccnc5cc(Cl)ccc45)cc3)=NN2C(C)=O)cc(OC)c1OC (centres undefined),99,88,57,19,56,97,67,45,84
CC(C)C1=CC[C@H]2C(=C1)CC[C@@H]1[C@]2(C)CCC[C@@]1(C)C(=O)O,106,105,88,98,106,93,98,89,94
O=C(/C=C/c1ccccc1)n1c(-c2ccccc2)nc2ccccc21,109,95,86,110,98,102,104,109,·
O=C(c1ccc(O)cc1)C1[C@H](c2ccc(Cl)cc2)[C@@H](c2ccccc2)NC12C(=O)Nc1ccc(Cl)cc12 (some centres undefined),61,63,46,4.2*,29,40,24,14,18
CC(C)OC(CCCl)c1ccc(Cl)cc1 (centres undefined),122,117,78,90,118,112,102,104,106
O=C1/C(=C/c2ccncc2)CCCc2ccccc21,103,92,93,84,85,80,92,86,109
NS(=O)(=O)c1ccc(-n2ncc(NC(=O)Nc3ccc(Cl)cc3)c2-c2ccccc2)cc1,111,109,83,102,106,108,98,98,112
Cc1ccc(/C=C/c2c(C(=O)/C=C/c3ccccc3)c(C)nc3ccccc23)cc1,13,16,29,0.2*,-25*,3.3*,13,-55*,21

# Structures above with a COOH group, in the order listed:
SMILES,COLO 205,SNB-19,SNB-75,HT29,HCT-15,SW-620,KM12,HCT-116,HCC-2998
Cc1[nH]nc(C(=O)O)c1[N+](=O)[O-],96,94,93,107,99,86,98,101,94
CC(C)C1=CC[C@H]2C(=C1)CC[C@@H]1[C@]2(C)CCC[C@@]1(C)C(=O)O,106,105,88,98,106,93,98,89,94

# In a second layout: results already given.
# Order of values: COLO 205, SNB-19, SNB-75, HT29, HCT-15, SW-620, KM12, HCT-116, HCC-2998
- Cc1[nH]nc(C(=O)O)c1[N+](=O)[O-]
    96, 94, 93, 107, 99, 86, 98, 101, 94
- O=Cc1ccc(-n2cc(Cc3ccccc3Cc3cn(-c4ccc(C=O)cc4)nn3)nn2)cc1
    103, 98, 86, 102, 98, 95, 102, 97, 113
- NS(=O)(=O)c1ccc(-n2ncc(NC(=O)Nc3ccc(Cl)cc3)c2-c2ccccc2)cc1
    111, 109, 83, 102, 106, 108, 98, 98, 112

# (listing goes on)
SMILES,COLO 205,SNB-19,SNB-75,HT29,HCT-15,SW-620,KM12,HCT-116,HCC-2998
CCCCC1=CC(=O)CCC1,107,89,97,96,92,101,108,92,93
CCOc1ccc(-n2cc(CSc3nnc(Cn4c(C(F)(F)F)nc5ccccc54)o3)nn2)cc1,102,103,89,90,109,103,91,82,103
COC(=O)c1cnc2c(c1)Oc1ccccc1-c1cc(CN3CCCCC3)nn1-2,116,109,73,94,97,92,95,91,101
CN(C)c1ccc(-c2nc(-c3ccccc3)c(-c3ccccc3)[nH]2)cc1,129,106,106,59,78,108,96,87,117
Cc1cc(C#Cc2ccc(C(C)(C)C)cc2)ccc1-n1c(/C=C/c2ccc3ccccc3c2)nc2ccccc2c1=O,106,102,94,92,·,98,99,93,86
COC(=O)[C@H]1[C@H]2C[C@@H]3c4[nH]c5cc(OC)ccc5c4CCN3C[C@H]2C[C@@H](OC(=O)c2cc(OC)c(OC)c(OC)c2)[C@@H]1OC,74,92,52,90,80,97,89,83,101
CC1(C)CC[C@]23CC[C@]4(C)[C@H](CC[C@@H]5[C@@]6(C)CC[C@H](NCO)C(C)(C)[C@@H]6CC[C@]54C)[C@H]2[C@H]1OC3,-48*,37,87,18,-14*,-73*,-0.2*,-9.6*,-24*
O=C(N/N=C/c1ccc2c(c1)CCC2)c1cccc([N+](=O)[O-])c1,120,94,90,102,103,99,95,96,97
CCOC(=O)C(Cl)(C(=O)OCC)C(=O)OCC,118,103,103,109,103,95,109,112,115
O=[N+]([O-])c1ccc(S(=O)(=O)NCNS(=O)(=O)c2ccc([N+](=O)[O-])cc2)cc1,107,107,87,98,105,106,102,89,106
CNC(=O)c1[nH]cc(-c2ccccc2)c1-c1ccccc1O,108,103,96,101,107,103,116,93,109
Cc1ccc(S(=O)(=O)OCC(=O)Nc2ccc(C(=O)O)c(O)c2)cc1,131,108,99,99,109,105,110,96,88
COc1ccc(/C=N/NC(=O)c2[nH]c3ccc(Br)cc3c2-c2ccccc2)o1,-48*,31,50,-27*,11,22,6.8*,-19*,21
CC(=O)O[C@H]1C[C@@]2(C)[C@@H](C/C(=N/O)[C@H]3[C@@]4(C)CCNC(=O)[C@@H](C)[C@@H]4CC[C@@]32C)/C1=C(\CCC=C(C)C)C(=O)O,103,100,92,101,101,100,110,97,109
CN(C)CCOc1ccc(NC(=O)c2cncc(C#Cc3cnc4cccnn34)c2)cc1C(F)(F)F,119,115,121,98,108,135,22,104,124
CC(=O)OCC[N+](C)(C)C,112&117,98&101,87&100,95&98,113&108,100&106,105&100,98&100,104&107
O=C1Nc2ccccc2/C1=C/c1ccc(Cl)s1,108,84,73,107,75,104,82,101,104
CN1CCN(Cc2ccc(/C=N/Nc3ccnc4cc(Cl)ccc34)cc2)CC1,93,98,99,43,38,70,75,37,68
NNC(=O)c1cccc(N)c1,110,109,88,95,101,102,109,96,·
NC(=N\N=C/c1ccc(O)cc1O)/C(N)=N\N=C/c1ccc(O)cc1O,124,94,113,100,105,·,98,94,98
Clc1cccc(Cl)c1Nc1ccc2nnc(-c3ccncc3)n2n1,110,101,99,106,91,102,112,99,97
CC1=NCCC2NC(=O)NC(C)=C12 (centres undefined),109,101,·,103,98,106,109,100,111
Oc1ccc(-c2ccc3c(c2)ncn3-c2cccc(F)c2)cc1,111,88,60,109,93,101,53,93,103
Cc1ccc(S(=O)(=O)N/N=C/c2cccs2)cc1,116,·,82,116,102,111,105,102,109
Clc1ccc(CSc2nc3ccccc3[nH]2)cc1,107,·,118,73,89,86,94,50,92

# The listing continues.
SMILES,COLO 205,SNB-19,SNB-75,HT29,HCT-15,SW-620,KM12,HCT-116,HCC-2998
CN1CCN(Cc2ccc(NC(=O)c3[nH]ncc3Nc3cc(OC4CCCC4)ncn3)cc2)CC1,7.6*,60,62,14,13,16,22,4.7*,29
O=C1NC(=S)NC(=O)C1Nc1ccc(Br)cc1,105,94,83,88,77,80,79,85,99
CNC(c1ccccc1)C(C)(C)O (centres undefined),102,107,81,99,104,103,101,109,103
CCNC(=O)N1CCc2cc(OC)c(OCCc3ccc(OC)cc3)cc2C1c1ccc([N+](=O)[O-])cc1C (centres undefined),26,28,21,4.7*,7.2*,24,19,8.8*,14
c1ccc2c(c1)ncn2-c1nc2ccccc2n2c1nc1ccccc12,·,87,81,41,43,78,48,67,20
Cn1cc(-c2noc(C(=O)c3cn(C)c4ncccc34)n2)c2ccccc21,100,93,60,102,65,95,52,99,91
Cc1ccc(C)c(S(=O)(=O)c2ccccc2)c1,105&112,98&116,82&109,106&106,100&104,98&108,101&115,95&113,88&112
O=C/C=C/C=C/C=C/c1ccccc1,115,112,92,106,103,103,105,107,106
CSc1nc2nnc(N)c(=O)n2[nH]1,97,106,70,99,100,93,93,93,93
c1ccc(N=NC2=NN(c3ccccc3)CS2)cc1,102,100,79,105,88,93,96,116,114
COc1cccc(NC(=O)Cn2cc(CN3CCN(c4ccnc5cc(Cl)ccc45)CC3)nn2)c1,112,89,76,98,90,89,78,97,93
CSc1nc(-c2ccco2)c2c(N)nn(S(=O)(=O)c3ccccc3)c2n1,100,88,81,107,87,98,99,89,113
N=C(N)c1ccc(-c2cc(Cl)cc(Cl)c2)cn1,20,93,·,55,86,83,90,92,68
CCOP(=O)(OCC)OC[C@]12CCC(C)(C)C[C@H]1C1=CC[C@@H]3[C@@]4(C)CC[C@H](OP(=O)(OCC)OCC)C(C)(C)[C@@H]4CC[C@@]3(C)[C@]1(C)CC2,67,71,59,41,35,68,64,18,73
CC(C)(C)c1ccc(C(=O)C[n+]2cccc(Br)c2)cc1,87,101,88,89,95,100,98,102,97
CSc1cnnc2ccccc12,110,107,100,98,101,113,105,99,97
O=c1cc[nH]c(=S)[nH]1,103,103,123,98,109,110,110,98,109
CCN(CC)Cc1c(C)ccc(C)c1O,106,104,92,87,98,101,109,88,111
Cc1ccc2ccccc2c1CSC#N,109,105,97,104,98,93,102,91,107
CC(C)C1CCC(C)C(SCCO)C1 (centres undefined),121,100,84,100,98,105,123,92,97
COC(=O)c1nc(-c2ccccc2)oc1S(=O)(=O)N1CCC(C(N)=O)CC1,21,93,93,33,43,25,88,44,104
Cc1ccc2nc3nc4no[nH]c4nc3c2c1Br,106,88,69,117,89,90,95,95,142
O=C(O)c1cc2oc3ccccc3c2cc1O,97,114,86,100,106,96,95,94,101
O=C(C(=O)N1CCCCC1)c1ccc(OC2OC(CO)C(O)C(O)C2O)cc1 (centres undefined),·,97,92,100,108,109,115,109,108
Cc1cc(C(C)(C)C)c(O)c(C(C)(C)C)c1,98&111,102&115,89&86,123&99,99&97,103&115,119&103,112&101,100&107

# More compounds
SMILES,COLO 205,SNB-19,SNB-75,HT29,HCT-15,SW-620,KM12,HCT-116,HCC-2998
CN(C(=O)c1ccc(C(F)(F)F)cc1C(F)(F)F)c1sc2c(c1C#N)CCC(=O)C2,112,89,105,106,10,19,74,25,94
COc1ccc(/C=C(\c2cc(OC)c(OC)c(OC)c2)c2nnc(-c3cccs3)o2)cc1,112,52,-10*,91,103,89,90,66,89
COc1cccc(COc2ccc(/C=C3\N=C4SCCCN4C3=O)cc2)c1,107,98,92,92,95,110,102,86,95
CCCCn1c(=O)c(/C=C/C(=O)/C=C(O)/C=C/c2cc3ccccc3n(CCCC)c2=O)cc2ccccc21,100,87,80,97,97,97,97,82,101
Cc1ccc(O)c(C2=NN(c3ccc(S(C)(=O)=O)cc3)C(=O)CC2)c1,115,97,87,106,92,104,85,101,116
CC1(C)CC(=O)C2=C(C1)OC1=C(C(=O)CC(C)(C)C1)C2c1ccccc1Cl,100,106,81,83,103,104,94,96,·
CC(C)=CCC/C(C)=C/CC/C(C)=C/CC[C@]1(C)CCc2cc(OC(=O)NS(=O)(=O)c3ccc(C)cc3)c(C)c(C)c2O1,103,107,79,101,99,109,101,87,87
Nc1nc2ccccc2o1,112,103,93,106,90,101,104,99,102
O=C(O)c1cc(-c2ccc(Cl)cc2)c2sc(=O)[nH]c2n1,106,95,95,96,103,105,107,100,94
Nc1nc(CO)c(CCCCc2ccccc2)c(=O)[nH]1,110,93,83,106,93,102,105,98,111
Cc1cccc2c(C(=O)O)cc(-c3ccc(Cl)cc3)nc12,104,99,92,116,108,103,113,95,·
CCOC(=O)CCCCCCCCCCCCC1C=CCC1 (centres undefined),125,104,110,108,105,107,113,106,110
CCCn1c(=O)c2c(nc(-c3cccc(OCCCCl)c3)n2C)n(CCC)c1=O,66,33,-13*,74,69,77,76,36,70
O=C1CCNC(=O)N1OS(=O)(=O)c1ccccc1,100,98,87,115,104,100,104,101,113
CCCCOC(c1ccccc1)N1CCCCC1 (centres undefined),109,96,92,103,97,104,98,98,·
CC(Sc1nc2sc3c(c2c(=O)n1-c1ccc(Cl)cc1)CCCC3)C(=O)Nc1nc(-c2ccc(Cl)cc2)cs1 (centres undefined),117,97,95,101,93,104,102,90,100
